Bioassay records deposited in PubChem by several laboratories.
PrPC TRFRET = reduces human prion protein on the cell surface; P04156; cell surface PrPC, TR-FRET read-out; inhibition, % at 13.8 µM; 370,000 compounds, 0.43% hits; AID 720596; in the data active = inhibition above about 24%; note: 0% = median of the test wells and 100% = reference compound wells
BoNT F protease = BoNT F light chain protease inhibition; Multiplex microsphere protease cleavage assay, flow cytometry; inhibition, % at 10 µM; 360,000 compounds, 0.22% hits; in the data active = inhibition above about 35%, passing the limit was not always enough; inconclusive = no clear call, values can overlap the other calls; note: plate controls were buffer without enzyme for full effect and enzyme alone for no effect
BioA inh = inhibitors of Mycobacterium tuberculosis BioA enzyme | purified M. tuberculosis BioA enzyme, plate reader | inhibition, % at 9.99 µM | 360,000 compounds, 0.096% hits | AID 602481; in the data active = inhibition above about 40%; inconclusive = no clear call, values can overlap the other calls
BoNT-A LC inh2 = inhibitors of Botulinum neurotoxin A light chain protease; multiplex microsphere protease substrate cleavage, flow cytometry; inhibition, % at 10 µM; 360,000 compounds, 0.17% hits; AID 588499; in the data active = inhibition above about 30%; inconclusive = no clear call, values can overlap the other calls; note: plate controls were buffer without enzyme for full effect and enzyme alone for no effect
CCHFV vOTU inh = CCHFV vOTU protease inhibition; Pep-AMC fluorescence; inhibition, % at 11.5 µM; 370,000 compounds, 0.55% hits; note: 0% = vehicle wells with enzyme and 100% = no enzyme wells
FBA Mtb inh = inhibitors of M. tuberculosis fructose-bisphosphate aldolase; 360,000 compounds, 2.3% hits; inhibition, % at 1 µM; purified M. tuberculosis FBA, fluorescence read-out; P9WQA3; in the data active = inhibition above about 27%;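 note: 0% = vehicle and 100% = reference inhibitor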
Target sequence (P9WQA3 whole entry, looked up): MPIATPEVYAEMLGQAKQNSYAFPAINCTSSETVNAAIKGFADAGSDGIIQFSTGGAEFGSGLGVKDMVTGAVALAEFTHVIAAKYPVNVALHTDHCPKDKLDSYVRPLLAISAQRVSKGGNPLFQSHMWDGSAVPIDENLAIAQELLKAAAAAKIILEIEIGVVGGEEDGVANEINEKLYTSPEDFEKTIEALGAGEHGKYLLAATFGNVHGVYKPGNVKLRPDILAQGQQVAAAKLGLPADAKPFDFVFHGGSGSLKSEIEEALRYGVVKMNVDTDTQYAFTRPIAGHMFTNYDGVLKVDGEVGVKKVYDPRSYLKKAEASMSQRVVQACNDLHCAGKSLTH
FadD28 FP inh = blocks FadD28 binding to the bisubstrate probe; inhibition, % at 12.5 µM; fluorescence polarization; 360,000 compounds, 0.22% hits; AID 588549; in the data active = inhibition above about 8.5%, passing the limit was not always enough; inconclusive = no clear call, values can overlap the other calls
GDH-TPI inh = counter-screen for M. tuberculosis FBA inhibitors: GDH-TPI coupled enzymes | 360,000 compounds, 1.2% hits | GDH-TPI coupled enzyme counterscreen, NADH absorbance | inhibition, % at 4.8 µM | AID 588335;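 note: 0% = DMSO wells and 100% = wells lacking the enzyme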
Mtb UGM inh = blocks M. tuberculosis UGM enzyme | P9WIQ1 | purified UGM, fluorescence polarization probe displacement | inhibition, % at 10 µM | 320,000 compounds, 0.06% hits | AID 504406; in the data active = inhibition above about 10%, passing the limit was not always enough; inconclusive = no clear call, values can overlap the other calls
Target sequence (P9WIQ1 whole entry, looked up): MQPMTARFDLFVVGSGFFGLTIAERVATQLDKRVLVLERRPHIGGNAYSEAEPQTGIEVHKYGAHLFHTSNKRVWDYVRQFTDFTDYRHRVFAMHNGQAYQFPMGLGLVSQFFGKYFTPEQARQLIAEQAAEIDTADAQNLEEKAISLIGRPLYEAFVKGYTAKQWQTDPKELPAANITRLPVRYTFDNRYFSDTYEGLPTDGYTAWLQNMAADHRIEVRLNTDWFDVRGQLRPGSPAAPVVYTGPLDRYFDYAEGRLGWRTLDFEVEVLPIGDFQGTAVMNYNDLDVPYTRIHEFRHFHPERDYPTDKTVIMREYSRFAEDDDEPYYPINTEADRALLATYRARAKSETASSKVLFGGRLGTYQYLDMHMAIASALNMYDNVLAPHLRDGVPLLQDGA
Active calls of the source: *; u = inconclusive; x = not tested or not shown; + = active, no number. Cut-off read from the data, not from the text of the source, unless noted: active = inhibition above about 30%; inactive = the rest.

Compound	PrPC TRFRET	BoNT F protease	BioA inh	BoNT-A LC inh2	CCHFV vOTU inh	FBA Mtb inh	FadD28 FP inh	GDH-TPI inh	Mtb UGM inh
CNc1nc(Sc2cccc(C(F)(F)F)c2)cc(C(F)(F)F)n1	-2	-4	0.9	-0.4	-4	3	-4.2	2	1.4
O=C(Oc1c(Br)cc(Br)c2cccnc12)N1CCCCC1	13	4	x	-0.4	-8	-1	-2.5	0	0.0
CN(C)c1cccc(CNC(=O)c2ccc3sc([C@@H]4O[C@H](CO)[C@H](O)[C@H](O)[C@H]4O)nc3c2)c1	3	4	-0.2	0.4	-8	-1	-1.7	7	x
CCOC(=O)c1ccc(NC(=S)N2CCN(c3ccccn3)CC2)cc1	7	-36	-1.2	-3.6	-6	1	-0.9	0	0.7
CCc1ccc(NC(=O)Cn2nnc(C(=O)NCc3ccco3)c2N)cc1	3	-6	-1.5	-0.1	0	1	-2.7	0	3.6
O=C(CCCCCN1C(=O)c2ccccc2C1=O)Oc1ccc2c3c(c(=O)oc2c1)CCC3	-4	-1	6.3	0.5	-62	62*	-5.2	2	0.0
Cc1nnc(NC(=O)CSCc2ccccc2)s1	3	-12	-2.4	-0.6	6	-1	-0.6	6	-0.4
COc1ccc(-n2c(O)c(C(C)=NC3CC3)c(=O)[nH]c2=O)cc1	-1	2	-1.1	0.1	-6	-1	-2.5	-3	-0.6
C/C(CCc1ccccc1)=N\NC(=S)NCCc1ccccc1	-4	-7	x	-0.3	-19	8	-1.7	9	0.1
CCNC(=O)C1(C)CCN(C(=O)c2ccccc2)C1 (configuration not stated)	7	7	0.7	0.1	2	2	-0.7	5	x
COC(=O)c1ccc(COC(=O)C2CCN(S(=O)(=O)c3ccc(C)c(C)c3)CC2)o1	0	13	0.1	0.6	2	7	-1.9	9	1.5
O=C(Nc1nc2c(Cl)ccc(Cl)c2s1)c1ccco1	-4	-7	0.1	4.2	4	11	-3.1	2	0.4
COc1cc(NC(=S)N2CCN(C(c3ccccc3)c3ccccc3)CC2)cc(OC)c1	1	0	-2.3	0.1	5	0	-3.8	2	0.8
CCC(C)NC(=O)C1CCCN(S(=O)(=O)c2ccc3c(c2)CC(C)N3C(=O)C2CC2)C1 (configuration not stated)	8	-2	0.7	-1.0	-2	7	-0.2	0	4.1
CCc1ccc2c(CN3CCC(C(=O)OC)CC3)cc(=O)oc2c1	-5	-8	4.4	0.8	-6	4	0.8	12	-1.4
CCCN(Cc1cc(=O)[nH]c2ccccc12)C(=O)CC	1	8	x	0.2	-8	4	-1.6	11	-0.6
Cc1ccccc1NS(=O)(=O)c1ccc(C(=O)N2CCN(S(=O)(=O)c3ccccc3)CC2)cc1	5	x	0.8	x	-15	-3	-3.4	-4	1.2
CCCCOC(=O)CCc1c(C)[nH]c(=S)[nH]c1=O	2	-5	-1.4	-0.1	-9	-3	-0.9	3	2.3
O=C(OCCN(C1=NS(=O)(=O)c2ccccc21)c1ccc(Cl)cc1)c1ccco1	5	1	2.9	-0.1	-1	-4	-2.9	2	-0.7
CCC(C)(C)C1CCC2(CC1)NC(=O)N(CC(=O)NCCc1c[nH]c3ccccc13)C2=O (configuration not stated)	6	-6	-6.5	0.1	-3	4	0.1	3	0.8
COc1ccc(C(=O)NNC(=O)CN2CCC(n3nnc4cc(F)ccc43)CC2)cc1	8	5	-0.6	1.3	-1	1	-2.2	11	-0.1
Cc1cccc(-c2nc(CN3CCCC(C(=O)NC4CCCC4)C3)c(C)o2)c1 (configuration not stated)	3	-10	1.3	-5.9	0	-2	-1.7	9	0.5
Cc1cc(C)c(C#N)c(N2CCN(c3ccccc3)CC2)n1	2	-1	0.1	-5.6	-2	0	1.0	2	-5.0
CCN(C(=O)COC(=O)c1ccc(-n2c(C)ccc2C)cc1)c1c(N)n(Cc2ccccc2)c(=O)[nH]c1=O	2	-7	-0.3	-0.2	4	3	-0.7	9	x
Nc1cccc(Oc2ccc([N+](=O)[O-])cc2)c1	-6	0	x	-0.1	2	-1	-1.4	2	-5.1
NC(=O)c1cc([N+](=O)[O-])ccc1NCc1cccc([N+](=O)[O-])c1	-14	-4	0.2	-0.1	0	3	-0.1	21	0.3
O=c1[nH]c(C2CCN(S(=O)(=O)/C=C/c3ccccc3)CC2)nc2c1nnn2Cc1ccc(F)cc1	-2	15	1.8	2.3	16	-1	1.6	1	-0.7
CC(C)NS(=O)(=O)c1ccc(OCC(=O)Nc2cccc3ccccc23)cc1	0	1	1.9	-0.1	11	4	-2.5	8	0.2
NC(=O)CC(NC(=O)c1ccc(Br)cc1)c1ccc(N2CCC(Cc3ccccc3)CC2)c([N+](=O)[O-])c1 (configuration not stated)	5	-8	-2.2	0.8	22	4	-0.9	11	1.9
COc1ccc2oc(=O)cc(CN3CCN(Cc4ccc(OC)c(OC)c4OC)CC3)c2c1	-7	-13	-3.9	-0.4	-12	3	-4.5	-2	-0.4
CC(=O)N1CCSc2ccc(S(=O)(=O)NCCc3ccc(Cl)cc3)cc21	7	2	-0.1	-0.1	-5	5	-1.4	2	1.7
O=C(O)C=C(Br)Br	0	-4	7.8	0.3	11	1	-1.3	-5	3.0
CCOC(=O)c1cc(-c2ccccc2)sc1NC(=O)CSc1nnnn1C	-3	0	x	-0.3	4	-1	0.2	10	-1.5
COc1ccc(NC(=O)CSc2ccc(NC(C)=O)cc2)cc1S(=O)(=O)N1CCCCC1	0	-6	x	-0.1	1	-5	-1.1	9	0.8
CC1(C)CC(=O)C=C(NCCc2ccccc2)C1	6	u	-0.9	-0.5	-5	0	2.0	8	1.0
Oc1ccc(-c2csc(-c3c[nH]c4ccccc34)n2)c(O)c1	-5	-5	x	-0.6	18	-1	0.1	4	1.7
O=C(COC(=O)c1cc(=O)[nH]c2ccccc12)Nc1ccc(Cl)c(S(=O)(=O)N2CCOCC2)c1	3	-11	-0.7	-2.3	-8	5	-1.7	4	x
CCCc1cc(=O)oc2cc(OCC(=O)Nc3cc(C)on3)ccc12	10	3	2.4	-0.5	-1	6	-0.2	8	3.1
CN(CC(=O)Nc1ccc(F)c(F)c1F)C(=O)C1CCCC1	3	-1	0.8	0.9	16	-1	-2.0	4	x
COc1ccc(Nc2c3c(nc4ccccc24)CCC3)cc1	7	-2	-0.3	1.4	0	1	-2.9	20	4.5
O=C(c1cccc(C(=O)N2CCN(c3ccccc3F)CC2)c1)N1CCN(c2ccccc2F)CC1	3	-2	-1.0	0.5	-5	9	-2.8	7	0.9
Cc1cc2c(cc1C)N(C(=O)CSC1=NCCS1)C(C)(C)c1ssc(=S)c1-2	-8	-6	x	-1.7	18	-12	-4.1	6	-0.2
O=C(Nc1nc(-c2ccc(F)c(F)c2)cs1)Nc1ccc(F)cc1F	6	10	-0.9	-3.4	-4	0	-1.6	7	-1.1
O=C(N/N=C/c1ccccc1[N+](=O)[O-])c1ccc(COc2ccccc2-c2ccccc2)cc1	4	-8	-0.6	-0.6	-52	-5	-1.7	7	-0.3
O=C(COc1ccc(Cl)cc1)Nc1ccccc1CO	8	0	-0.3	-0.4	3	6	-0.5	-7	2.8
COCCNC(=S)N1CCN(c2nc(-c3cccc(OC)c3)cs2)CC1	-1	-27	2.4	-1.6	-6	-2	-1.2	10	1.0
COc1ccc(-c2cc(-c3ccc(OC)cc3)[nH]n2)cc1	4	-6	1.6	0.3	-1	2	-2.9	2	-1.1
O=C(O)c1c2c(nc3ccccc13)/C(=C/c1ccc(O)cc1)CC2	5	-7	x	-0.3	-14	6	4.9	13	0.2
COc1ccc(COC(=O)C2=C(C)NC(=O)NC2c2ccccc2)cc1 (configuration not stated)	2	-15	0.4	-1.6	2	1	-1.1	-8	-0.9
CC(C)NC(=O)CN(C)S(=O)(=O)c1ccc(F)cc1	0	-10	-0.5	0.1	-2	5	-1.7	8	2.1
CCCN(CC(=O)Nc1ccc(F)c(F)c1F)CC(=O)Nc1c(C)n(C)n(-c2ccccc2)c1=O	2	2	0.4	-0.1	21	3	-2.6	0	0.1
N#CC1=C(N)Oc2n[nH]c(-c3ccccc3)c2C1c1cccc(OC(=O)N2CCOCC2)c1 (configuration not stated)	3	-6	0.5	-2.4	1	-4	-2.5	17	-1.0
Cc1c(C)c2cc(Cl)c(O)c(CN3CCN(C)CC3)c2oc1=O	-1	-9	-1.4	1.1	-298	+	0.2	28	2.9
CC1CC(C)CN(C(=O)COC(=O)CCc2nc3ccccc3c(=O)[nH]2)C1 (configuration not stated)	4	-4	-2.7	0.4	-7	-1	-1.0	10	-2.8
Cc1nc(-c2cccc(C(F)(F)F)c2)sc1C(=O)O	6	1	x	0.2	1	-4	-4.5	6	-1.2
C=CCc1cc(Cl)ccc1OCCNCCN1CCOCC1	6	6	x	1.2	-2	-2	-4.8	-1	-0.7
CCc1ccc(OCC(=O)O/N=C(\N)Cc2ccc([N+](=O)[O-])cc2)cc1	-4	-5	x	-0.9	13	1	2.5	2	3.2
CC(=O)OC1C([N+]2(C)CCCCC2)C[C@H]2C3CC[C@H]4C[C@H](OC(C)=O)C([N+]5(C)CCCCC5)CC4(C)[C@H]3CCC12C (some centres not stated)	3	-2	-1.3	-1.5	-1	1	0.2	7	2.5
COCc1[nH]nc2c1C1(CCSCC1)C(C#N)=C(N)O2	-9	-8	0.4	-2.7	9	4	0.8	6	-0.1
C=C[C@]1(C)C=C2C(=O)C[C@H]3C(C)(C)CCC[C@]3(C(=O)O)[C@@]2(O)CC1	-1	-7	-1.4	0.5	2	0	-0.4	x	x

4 compounds drawn at random from the list so far, as already listed:
Compound	PrPC TRFRET	BoNT F protease	BioA inh	BoNT-A LC inh2	CCHFV vOTU inh	FBA Mtb inh	FadD28 FP inh	GDH-TPI inh	Mtb UGM inh
CC(C)NC(=O)CN(C)S(=O)(=O)c1ccc(F)cc1	0	-10	-0.5	0.1	-2	5	-1.7	8	2.1
COCCNC(=S)N1CCN(c2nc(-c3cccc(OC)c3)cs2)CC1	-1	-27	2.4	-1.6	-6	-2	-1.2	10	1.0
CCc1ccc(OCC(=O)O/N=C(\N)Cc2ccc([N+](=O)[O-])cc2)cc1	-4	-5	x	-0.9	13	1	2.5	2	3.2
CC(=O)OC1C([N+]2(C)CCCCC2)C[C@H]2C3CC[C@H]4C[C@H](OC(C)=O)C([N+]5(C)CCCCC5)CC4(C)[C@H]3CCC12C (some centres not stated)	3	-2	-1.3	-1.5	-1	1	0.2	7	2.5

Other records follow.
Value order: PrPC TRFRET, BoNT F protease, BioA inh, BoNT-A LC inh2, CCHFV vOTU inh, FBA Mtb inh, FadD28 FP inh, GDH-TPI inh, Mtb UGM inh
> COc1ccc2c(c1)CCc1c(C(=O)NCc3cccnc3)noc1-2
→ 3, -8, 0.1, -0.9, -5, -2, -3.8, 5, 3.6
> Cc1ccc(S(=O)(=O)N2CCC(C(=O)NCCCn3ccnc3)CC2)cc1
→ -2, 3, -0.5, 0.7, -3, 0, -2.6, 4, -1.4
> O=C1CCCc2ccccc2N1Cc1ccc(F)cc1
→ 0, -7, x, 0.2, 3, 5, -0.8, -4, -0.7
> C=CCNC(=O)NC(=O)COC(=O)C(C)Oc1ccc(Cl)cc1Cl (configuration not stated)
→ 7, 1, x, -3.5, -7, 0, -1.6, -3, 0.3

Rows are unselected; about 4.8% have a hit in one of these screens.
